# NCOA2 inhibitor – inhibition of GAL4-SRC2 driven luciferase reporter, primary screen, SRC2 inhibitor project, cell-based, luminescence | Nuclear receptor coactivator 2 (Homo sapiens), Q15596 | HEK293 GAL4-SRC2 luciferase reporter | inhibition, % at 9 µM | 370,000 tested, 0.17% active;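 active = inhibition above the mean inhibition of all tested compounds plus 3 SD, set per campaign, cut at about 52% in these data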;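 also: 0% = DMSO treated cells and 100% = cells given Gossypol at 36 µM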
# TLR9-MyD88 block – inhibitors of TLR9-MyD88 association in cells, primary screen, cell-based, CHO, BLA complementation, fluorescence; CCF4 FRET ratio; inhibition, % at 4.98 µM; Toll-like receptor 9 (Homo sapiens) + Myeloid differentiation primary response protein …; 340,000 tested, 0.21% active;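 active = inhibition above the mean over all tested compounds plus 3 SD, cut at about 21% in these data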;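 also: 0% = DMSO only wells and 100% = clavulanate BLA inhibitor control wells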
# TROY signal inh – inhibitors of TROY-driven NF-kB signaling, primary screen, Q293 LMP1-TROYcd cells, NF-kB luciferase, uHTS; Q293 LMP1-TROYcd NF-kB luciferase reporter, 4 h; inhibition, % at 10 µM; 360,000 tested, 0.98% active;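 active = compounds whose plate-normalised and pattern-corrected inhibition of the luciferase reporter signal at the single screening dose is 50% or more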
# EBV LMP1 NFkB – EBV LMP1-driven NF-kappaB luciferase reporter inhibitors, primary screen, cell-based, luminescence, single point; LMP1-induced NF-kappaB luciferase reporter cells; inhibition, % at 12.5 µM; 350,000 tested, 0.69% active; AID 504558, 2011; in the data active = inhibition above about 41%;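 also: 0% = neutral control wells and 100% = reference inhibitor control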
# SRC3 inh – SRC3 coactivator transcriptional activity inhibitors, primary screen, cell-based, luminescence; 360,000 tested, 0.17% active; inhibition, % at 3.6 µM; HEK293 GAL4-SRC3 luciferase reporter; AID 588352, 2011;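 active = inhibition above a per-campaign cutoff, the mean of all compounds plus 3 SD, cut at about 60% in these data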;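 also: 0% = DMSO-treated cells and 100% = gossypol-treated cells at 36 µM; higher means less SRC3-driven luciferase light from the GAL4 reporter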
# Target sequence (Q9Y6Q9 whole entry, looked up, the tested form may be a part): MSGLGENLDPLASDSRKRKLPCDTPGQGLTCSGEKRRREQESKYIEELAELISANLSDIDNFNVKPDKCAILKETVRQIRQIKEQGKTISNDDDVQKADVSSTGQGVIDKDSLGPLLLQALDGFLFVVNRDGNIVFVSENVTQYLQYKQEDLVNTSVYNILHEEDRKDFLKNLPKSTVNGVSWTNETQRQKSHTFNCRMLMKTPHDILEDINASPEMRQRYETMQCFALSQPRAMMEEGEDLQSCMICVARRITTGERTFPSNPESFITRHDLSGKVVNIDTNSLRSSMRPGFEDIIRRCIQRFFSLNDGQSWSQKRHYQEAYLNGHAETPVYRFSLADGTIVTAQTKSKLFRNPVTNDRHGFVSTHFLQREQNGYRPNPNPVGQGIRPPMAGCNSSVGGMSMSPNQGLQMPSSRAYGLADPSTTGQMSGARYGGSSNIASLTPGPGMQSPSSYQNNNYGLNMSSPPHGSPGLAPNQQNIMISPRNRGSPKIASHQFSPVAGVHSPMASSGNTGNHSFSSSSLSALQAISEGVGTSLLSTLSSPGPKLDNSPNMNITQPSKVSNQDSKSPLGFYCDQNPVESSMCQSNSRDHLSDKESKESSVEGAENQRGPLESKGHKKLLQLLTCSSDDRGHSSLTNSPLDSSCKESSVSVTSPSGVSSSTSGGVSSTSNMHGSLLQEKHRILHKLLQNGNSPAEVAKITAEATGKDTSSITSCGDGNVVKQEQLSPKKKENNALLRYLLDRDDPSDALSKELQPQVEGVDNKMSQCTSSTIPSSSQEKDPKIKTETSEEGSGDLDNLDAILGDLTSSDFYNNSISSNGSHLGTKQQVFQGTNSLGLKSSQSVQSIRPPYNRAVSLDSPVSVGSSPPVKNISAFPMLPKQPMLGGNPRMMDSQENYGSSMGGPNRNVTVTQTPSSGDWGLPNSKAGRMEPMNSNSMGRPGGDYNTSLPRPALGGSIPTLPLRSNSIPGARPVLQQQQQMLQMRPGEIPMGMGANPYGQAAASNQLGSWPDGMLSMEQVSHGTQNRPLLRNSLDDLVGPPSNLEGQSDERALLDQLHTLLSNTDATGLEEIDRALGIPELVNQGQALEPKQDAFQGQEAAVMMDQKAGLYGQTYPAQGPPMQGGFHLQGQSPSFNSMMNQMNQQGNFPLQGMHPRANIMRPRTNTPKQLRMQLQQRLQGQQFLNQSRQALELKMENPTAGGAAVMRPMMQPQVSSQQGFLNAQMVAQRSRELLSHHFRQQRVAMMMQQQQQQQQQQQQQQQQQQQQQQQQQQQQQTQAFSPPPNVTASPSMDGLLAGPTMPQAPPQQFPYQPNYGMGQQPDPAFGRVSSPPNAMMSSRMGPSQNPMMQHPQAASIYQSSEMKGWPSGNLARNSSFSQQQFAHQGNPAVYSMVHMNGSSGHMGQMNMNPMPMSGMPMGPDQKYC
# TWEAK Fn14 block – inhibitors of TWEAK-Fn14 signaling, primary screen, luciferase reporter cells, uHTS | inhibition, % at 10 µM | TWEAK-stimulated Fn14 reporter cells, luciferase luminescence, 8 h | 360,000 tested, 2% active; in the data active = inhibition above about 50%
# SRC1 inh – SRC1 coactivator transcriptional activity inhibitors, primary screen, cell-based, luminescence; HEK293 GAL4-SRC1 luciferase reporter; 360,000 tested, 0.12% active; Nuclear receptor coactivator 1 (Homo sapiens), Q15788; inhibition, % at 3.6 µM; AID 588354, 2011;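 active = inhibition above the campaign mean plus 3 SD, with each screening campaign given its own cutoff, cut at about 60% in these data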;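 also: 0% = DMSO treated cells and 100% = gossypol at 36 µM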
# C8 TRAIL sens – viability loss with TRAIL in NB7+C8 cells, primary screen, TRAIL sensitizer project, cell-based, ATPlite luminescence; inhibition (viability loss, TRAIL sensitization), % at 10 µM; 360,000 tested, 1% active; AID 624354, 2012;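 active = compounds causing at least 50% loss of cell viability in the single-dose screen, relative to plate controls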
# NR5A2 inv ag – LRH-1 (NR5A2) inverse agonists, primary screen, cell-based, luminescence, HEK293T, StAR-luciferase reporter. Nuclear receptor subfamily 5 group A member 2 (Homo sapiens), O00482. 360,000 tested, 0.13% active. inhibition, % at 3.6 µM. LRH-1 transfected, 24 h;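 active = inhibition above the mean inhibition of all tested compounds plus 3 SD, cut at about 73% in these data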;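 also: 0% = DMSO wells and 100% = reporter-only cells lacking LRH-1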
# COUP-TFII inh – NR2F2 transcriptional activity inhibitors, primary screen, cell-based, luciferase reporter, HEK293T, luminescence; inhibition, % at 8.6 µM; HEK293T NGFI-A luciferase reporter; COUP transcription factor 2 (Homo sapiens), P24468; 370,000 tested, 0.7% active;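 active = inhibition above a per-plate cutoff, mean inhibition of test wells between control levels plus 3 SD, cut at about 38% in these data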;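 also: cells cotransfected with COUP-TFII expression vector driving the NGFI-A reporter; 0% = median of COUP-TF2 test wells and 100% = reporter-only cells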
# NOD2-RIPK2 inh – NOD2-RIPK2 binding disruptors in cells, primary screen, fluorescence, CHO cells, BLA complementation; AID 624267, 2012; 360,000 tested, 0.38% active; inhibition, % at 4.98 µM; Receptor-interacting serine/threonine-protein kinase 2 (Homo sapiens), O43353; CCF4 ratio; in the data active = inhibition above about 21%;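 also: 0% = vehicle only and 100% = reference blocker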
# Starred values were filed as active, the others as inactive; · = not tested or not shown. An excerpt; rates above refer to the full screens.
SMILES,NCOA2 inhibitor,TLR9-MyD88 block,TROY signal inh,EBV LMP1 NFkB,SRC3 inh,TWEAK Fn14 block,SRC1 inh,C8 TRAIL sens,NR5A2 inv ag,COUP-TFII inh,NOD2-RIPK2 inh
CCOC(=O)c1ccc(NC(=O)CSc2nnc(CC)o2)cc1,6,-7,12,-21,-5,-7,-82,-31,2,-14,3
COc1cccc(C(=O)NC(=O)Nc2cc(C)on2)c1,-47,-11,-52,-8,-62,8,-83,4,-144,-26,4
CC(C)c1ccccc1OCC(=O)N(C)CC(=O)Nc1ccc(F)cc1,29,-3,4,1,-2,14,-4,-6,3,13,4
CC(C)Oc1ccc(CSC(=N)N)cc1,4,-8,-2,-5,2,65*,6,13,2,-17,5
COc1ccc(S(=O)(=O)N2CCOCC2)cc1NC(=O)c1c(C)noc1C,13,9,2,1,2,6,-4,-1,6,1,4
O=C(COC(=O)Cn1cnc2ccccc2c1=O)Nc1cc(Cl)ccc1[N+](=O)[O-],-2,6,11,-5,-2,20,-9,-6,22,3,6
COc1ccc(-c2nc(SC)n(C)c(=O)c2C#N)cc1OC,-4,6,-1,-4,14,0,3,-2,-13,15,-6
COc1ccc(N2CCN(c3ccc(S(=O)(=O)N(C(C)C)C(C)C)cn3)CC2)cc1,6,1,20,11,-7,11,-7,14,20,3,-2
COC(=O)c1ccccc1S(=O)(=O)N1CCC(C(=O)OC(C)C(=O)N(C)Cc2ccccc2)CC1 (configuration not stated),10,4,-9,11,9,7,-4,-27,17,2,-1
O=C([C@@H]1CCCN1C(=O)c1cccs1)N1CCN(S(=O)(=O)c2ccccc2F)CC1,-1,-2,15,4,11,1,-10,-3,2,-10,6
CCn1cc(S(=O)(=O)Nc2ccc(Cl)cc2F)cn1,-2,-11,-2,5,7,2,-13,-21,9,5,-10
O=C(NCc1ccccc1)C(c1cccc2ccccc12)n1c(=O)c(-c2cc3ccccc3[nH]2)nc2ccccc21 (configuration not stated),-4,·,·,·,·,·,·,0,12,-3,43*
COc1ccc(CCNC(=O)CCc2nc3sc4c(c3c(=O)[nH]2)CCCC4)cc1,-12,4,5,-6,-16,-14,-28,-5,2,7,-1
COC(=O)C1CN(C(=O)COc2ccc(Cl)cc2C)c2ccccc2O1 (configuration not stated),-3,-8,-34,-4,4,-15,0,5,-11,2,2
COc1ccc(OC)c(NC(=O)c2cccc(N3C(=O)C4C5C=CC(C6CC56)C4C3=O)c2)c1 (configuration not stated),15,8,25,1,34,53*,15,0,6,0,-12

# Full records, quoted from the list. Order of values: NCOA2 inhibitor, TLR9-MyD88 block, TROY signal inh, EBV LMP1 NFkB, SRC3 inh, TWEAK Fn14 block, SRC1 inh, C8 TRAIL sens, NR5A2 inv ag, COUP-TFII inh, NOD2-RIPK2 inh
# O=C([C@@H]1CCCN1C(=O)c1cccs1)N1CCN(S(=O)(=O)c2ccccc2F)CC1 is entered as -1, -2, 15, 4, 11, 1, -10, -3, 2, -10, 6
# COc1cccc(C(=O)NC(=O)Nc2cc(C)on2)c1 is entered as -47, -11, -52, -8, -62, 8, -83, 4, -144, -26, 4

# The list continues.
SMILES,NCOA2 inhibitor,TLR9-MyD88 block,TROY signal inh,EBV LMP1 NFkB,SRC3 inh,TWEAK Fn14 block,SRC1 inh,C8 TRAIL sens,NR5A2 inv ag,COUP-TFII inh,NOD2-RIPK2 inh
COc1cc(CNCc2ccncc2)cc(OC)c1OC,-2,-2,1,6,-4,-9,-27,-3,-6,-4,-10
Cc1ccc(NC(=O)N2CCSc3ccccc32)cc1,-6,5,-46,-4,-11,-12,-17,4,-8,-20,-1
Cn1cc(CNCC2CCCO2)c(-c2ccc(Oc3ccccc3)cc2)n1 (configuration not stated),-7,-7,-7,0,-7,-14,3,3,-10,-3,-12
Cc1ccc(C)c2[nH]c(=O)c(CCNC(=O)c3cccs3)cc12,-7,-2,10,0,-13,-15,-5,0,-8,2,-9
CCCn1c(Nc2cccc(OC)c2)nc2ccccc21,0,-6,-18,9,10,13,0,2,2,5,-8
CC(C)(C)c1cc(-c2ccco2)c(C#N)c(SCC#N)n1,-4,4,7,-1,-1,-29,7,10,-8,-13,1
CCc1ccc(C(C)NC(=O)C2CCCC2)cc1 (configuration not stated),-22,16,-3,-4,14,18,-4,-7,0,8,-9
CCOc1ccc(N2C(=O)CC(NC3CCCCNC3=O)C2=O)cc1 (configuration not stated),14,-5,3,0,19,10,7,-17,-7,10,3
CC(Oc1ccccc1F)c1nnc(SCC(=O)c2c(N)n(C3CC3)c(=O)[nH]c2=O)o1 (configuration not stated),-32,-6,-6,1,10,-1,-2,0,-5,14,3
O=C(CN1C(=O)CSc2ncccc21)NCCN1CCOCC1,8,4,-13,-8,5,12,-19,3,-2,-10,-3
COc1cc(N=c2ssnc2Cl)cc(OC)c1OC,5,9,12,4,-44,-14,-33,10,8,-12,4
COc1cc(NC(=S)Nc2ccc(OC(F)F)cc2)cc(OC)c1,2,-6,-5,-4,-1,1,-15,-8,-22,-11,-6
CCOC(=O)CCNC(=O)N1CCCC(N(C)CCc2ccccc2)C1 (configuration not stated),-3,0,17,3,10,-12,17,-2,1,-6,4
Cc1c(C(=O)Nc2c(F)cccc2F)sc2ncn(CC(=O)N3CCCCC3)c(=O)c12,-4,5,-12,-5,-10,-2,2,0,-8,16,1
Oc1ccc(Br)cc1CNc1cccc2cccnc12,-9,-4,26,3,-6,17,1,-1,36,8,6
COc1ccc(CNC(C)C2COc3ccccc3O2)c(OC)c1 (configuration not stated),-36,-6,-16,4,8,-3,3,-1,11,8,-2
O=C(NC(=S)NCc1ccco1)c1cccc(Cl)c1,12,-2,-35,-6,-13,-17,3,-7,3,17,5
CN(C)S(=O)(=O)c1ccc(C(=O)NCc2nnc(SCC(=O)N3CCCC3)o2)cc1,31,11,-6,-5,-1,-1,16,0,12,-5,-10
O=C(COC(=O)Cn1[nH]c(=O)c2ccccc2c1=O)NNC(=O)c1ccc(Br)cc1,19,6,-18,-4,2,-1,-20,3,44,-9,0
C=CCNC(=O)c1c(CSc2ccc(F)cc2)noc1C(=O)NCCC,9,-8,9,-1,-12,-6,6,6,-6,-11,-7
O=C(O)CCCNS(=O)(=O)c1cccc2nsnc12,7,1,12,-1,-7,-2,-2,21,-4,1,1
Cc1cccn2c(=O)c3cc(C(=O)NCCc4ccccc4)c(=N)n(CC4CCCO4)c3nc12 (configuration not stated),-13,-1,-19,-10,-4,-27,5,8,10,-10,-7
COc1ccccc1Nc1nc(N(C)c2ccccc2)nc(N)c1[N+](=O)[O-],·,7,-12,-4,-5,-39,-86,2,4,·,0
CC1(C)CC(CCN(Cc2ccccc2)C(=O)c2ccco2)(c2ccccc2)CCO1 (configuration not stated),-2,-2,25,18,14,3,-7,5,-14,20,7
O=c1oc2ccccc2c(NCc2ccccc2F)c1[N+](=O)[O-],-12,2,3,8,10,23,4,21,11,0,4
CNCc1ccccc1OCc1ccccc1F,-45,5,-9,2,25,14,21,13,-2,6,4
N#Cc1ccccc1OCC(=O)Nc1cccc(S(=O)(=O)N2CCCCCC2)c1,-15,-5,4,15,3,24,-3,2,3,8,-5
COc1ccc(S(=O)(=O)Nc2ccc3c(c2)C(=O)N([C@H](C)CO)C[C@H](C)[C@H](CN(C)Cc2ccc(C(=O)O)cc2)O3)cc1,-3,9,-13,2,3,3,-7,-7,4,-5,-15
Cc1cc(OC(=O)c2ccccc2Cl)cc(=O)n1C,8,-32,47,0,13,5,8,-21,-16,13,-8
CCOc1ccc(N2C(=O)CN(C)C2=S)cc1,-10,-1,2,-12,-14,-23,10,-6,5,10,-5

# A second format for 2 compounds above.
> CC(C)Oc1ccc(CSC(=N)N)cc1
  NCOA2 inhibitor = 4; TLR9-MyD88 block = -8; TROY signal inh = -2; EBV LMP1 NFkB = -5; SRC3 inh = 2; TWEAK Fn14 block = 65*; SRC1 inh = 6; C8 TRAIL sens = 13; NR5A2 inv ag = 2; COUP-TFII inh = -17; NOD2-RIPK2 inh = 5
> COc1ccc(S(=O)(=O)N2CCOCC2)cc1NC(=O)c1c(C)noc1C
  NCOA2 inhibitor = 13; TLR9-MyD88 block = 9; TROY signal inh = 2; EBV LMP1 NFkB = 1; SRC3 inh = 2; TWEAK Fn14 block = 6; SRC1 inh = -4; C8 TRAIL sens = -1; NR5A2 inv ag = 6; COUP-TFII inh = 1; NOD2-RIPK2 inh = 4

# Pulled by compound from the entries so far, 3 records:
SMILES,NCOA2 inhibitor,TLR9-MyD88 block,TROY signal inh,EBV LMP1 NFkB,SRC3 inh,TWEAK Fn14 block,SRC1 inh,C8 TRAIL sens,NR5A2 inv ag,COUP-TFII inh,NOD2-RIPK2 inh
CNCc1ccccc1OCc1ccccc1F,-45,5,-9,2,25,14,21,13,-2,6,4
N#Cc1ccccc1OCC(=O)Nc1cccc(S(=O)(=O)N2CCCCCC2)c1,-15,-5,4,15,3,24,-3,2,3,8,-5
O=C(COC(=O)Cn1[nH]c(=O)c2ccccc2c1=O)NNC(=O)c1ccc(Br)cc1,19,6,-18,-4,2,-1,-20,3,44,-9,0

# (listing goes on)
SMILES,NCOA2 inhibitor,TLR9-MyD88 block,TROY signal inh,EBV LMP1 NFkB,SRC3 inh,TWEAK Fn14 block,SRC1 inh,C8 TRAIL sens,NR5A2 inv ag,COUP-TFII inh,NOD2-RIPK2 inh
Oc1c(CN2CCCC2)cc(COCc2ccccc2)c2cccnc12,-17,-8,-6,69*,29,10,19,13,-7,-7,0
CN(C)CCNC(=O)c1cccc(-c2cnc3c(NC=O)cc(-c4cccc(C(F)(F)F)c4)cn23)c1,14,·,-15,·,-26,-138,-1,59*,-12,9,0
Cc1ccccc1NC(=S)NNC(=O)c1ccco1,-16,-5,-45,-6,-10,1,-19,-6,-26,-26,3
COc1ccc(Cn2c(CCC(=O)NCCC(C)C)nc3ncccc3c2=O)cc1,-23,-2,3,-2,2,-6,-12,-10,-4,-9,-3

# Screening data from PubChem.
